Assay outcomes: PubChem, several laboratories
STK33 kinase inh – inhibitors of human STK33 kinase | Q9BYT3 | purified STK33, MBP phosphorylation, ADP-Glo luminescence | inhibition, % at 10 µM | 320,000 compounds, 0.073% hits | AID 2661;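 active = inhibition at or above 25%, using the most active replicate where run in duplicate; inactive = inhibition below 25%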
Target sequence (Q9BYT3 whole entry, looked up): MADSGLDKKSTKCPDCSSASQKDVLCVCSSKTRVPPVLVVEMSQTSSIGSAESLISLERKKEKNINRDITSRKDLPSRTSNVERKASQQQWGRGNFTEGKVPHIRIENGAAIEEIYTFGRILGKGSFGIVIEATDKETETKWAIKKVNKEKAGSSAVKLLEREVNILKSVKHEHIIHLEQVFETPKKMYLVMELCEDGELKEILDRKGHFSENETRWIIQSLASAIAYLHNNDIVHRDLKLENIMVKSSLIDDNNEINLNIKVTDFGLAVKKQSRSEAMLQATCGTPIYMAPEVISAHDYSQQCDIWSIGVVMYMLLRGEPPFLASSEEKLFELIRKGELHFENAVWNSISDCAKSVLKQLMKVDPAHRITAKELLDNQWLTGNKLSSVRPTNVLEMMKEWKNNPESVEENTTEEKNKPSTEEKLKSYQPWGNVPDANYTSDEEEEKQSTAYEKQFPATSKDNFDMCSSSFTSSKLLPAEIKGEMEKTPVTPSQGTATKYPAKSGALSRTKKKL
Kir21 block – blocks the mouse Kir2.1 inward-rectifier potassium channel. P35561. HEK293-Kir2.1, FluxOR thallium flux fluorescence; stronger effect = lower value. B-score at 10 µM. 310,000 compounds, 0.85% hits. AID 1672;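 active = fluorescence ratio B-score at or below minus 3 SD of library scores, with starting-brightness B-score within 2 SD, cut at about -4.2 in these data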;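 note: channel flux triggered by added potassium and thallium sulfate stimulus; B-score of peak minus minimum fluorescence over baseline after thallium stimulus; more negative B-score means stronger Kir2.1 block with less thallium influx; some compounds called inactive have numbers as strong as hits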
Target sequence (P35561 whole entry, looked up): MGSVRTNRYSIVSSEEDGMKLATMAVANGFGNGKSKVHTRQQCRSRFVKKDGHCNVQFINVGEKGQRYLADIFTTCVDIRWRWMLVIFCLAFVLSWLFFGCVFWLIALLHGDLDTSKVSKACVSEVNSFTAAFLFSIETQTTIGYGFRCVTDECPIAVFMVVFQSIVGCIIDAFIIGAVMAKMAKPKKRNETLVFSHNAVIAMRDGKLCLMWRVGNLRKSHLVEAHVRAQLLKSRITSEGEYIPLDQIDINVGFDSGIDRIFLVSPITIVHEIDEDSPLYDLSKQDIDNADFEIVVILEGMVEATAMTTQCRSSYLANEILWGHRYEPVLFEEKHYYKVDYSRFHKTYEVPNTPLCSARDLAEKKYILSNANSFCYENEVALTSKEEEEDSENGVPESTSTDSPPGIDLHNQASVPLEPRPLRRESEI
Active calls of the source: *; . = not tested or not shown.

entry	SMILES	STK33 kinase inh	Kir21 block
1	COc1cc2sc3ccc(C#Cc4ccc(N)cc4)cc3c(=O)c2cc1OC	-0.4	1.68
2	CCS(=O)(=O)NC(C)C(c1cccs1)N1CCN(C)CC1 (stereo not given)	15.7	1.44
3	CC(=O)NCCc1c[nH]c2ccc(O)cc12	-3.4	-0.39
4	Nc1ncnc(Nc2ccc(S(N)(=O)=O)cc2)n1	4.3	-2.8
5	CSc1nc(-c2ccco2)nn1S(=O)(=O)c1ccc(C)cc1	-2.9	0
6	C=CCn1c(=O)[nH]c2nc3cc(N=CN(C)C)c(C)cc3nc2c1=O	0.0	-5
7	COCc1cccc(NC(=O)CCc2ccccc2)c1	0.0	-0.02
8	COC(=O)c1cc(S(=O)(=O)NC2CCC(C)CC2)cn1C (stereo not given)	-0.1	1.16
9	COc1ccccc1CN1[C@@H](CC(C)=O)c2cc(C(F)(F)F)ccc2S1(=O)=O	-0.1	-0.01
10	COc1ccc(C(=O)CSc2nnc(-c3ccc(S(=O)(=O)N4CCOCC4)cc3)o2)cc1	-0.8	1.3
11	CCCCN(Cc1ccco1)C(=O)Cn1ncc2c(=O)oc3ccc(C)cc3c21	1.0	-1.09
12	CCOC(=O)C1(CCOc2ccccc2)CCN(Cc2cccn2-c2ncccn2)CC1	0.2	-1.38
13	CCOc1ccc(C(=O)SC2=NCCS2)cc1	-3.6	0.79
14	CCCCn1c(N)c(N(CC(C)C)C(=O)c2cc(-c3ccncc3)nc3ccccc23)c(=O)[nH]c1=O	-1.1	0.18
15	C/C=C/C=C(/NC(=O)c1ccccc1)C(=O)Nc1ccccc1	-0.4	0.14
16	COc1cccc(-n2c(SCC(=O)N3CCOCC3)nc3c([nH]c4ccccc43)c2=O)c1	1.5	-0.7
17	CCOC(=O)C1CCCN(C(=O)/C=C/c2cccc([N+](=O)[O-])c2)C1 (stereo not given)	0.2	-0.03
18	O=C(c1cc(-c2ccco2)nc2ccccc12)N1CCN(Cc2ccccc2)CC1	-3.4	.
19	Cn1c(-c2ccc3c(c2)OCO3)cnc1N	0.8	0.46
20	Cc1c(NC(=O)C2CC(c3cccc(Br)c3)=NO2)c(=O)n(-c2ccccc2)n1C (stereo not given)	0.4	0.26
21	Cc1cccnc1NC(=O)c1cccc(S(=O)(=O)N2CCN(c3ccccc3)CC2)c1	-0.3	1.67
22	CC(C)CCOC(=O)C1C(c2ccccc2)C(C(=O)O)C1c1ccccc1 (stereo not given)	-2.1	0.26
23	Cc1ccc2nc(NC(=O)COC(=O)CSc3nc(C)cc(C)n3)sc2c1	1.5	0.09
24	CCCCN(C(=O)c1ccc(N(C)S(=O)(=O)c2ccc(C)cc2)cc1)c1c(N)n(CCCC)c(=O)[nH]c1=O	.	2.92
25	Cc1ccc(-c2cn(-c3ccc(SC(F)F)cc3)c3[n+]2CCC3)cc1	-0.1	-0.49
26	Cc1ccc(CNC(=O)c2cc(C)nn2-c2ccccc2)cc1	0.8	-0.31
27	O=C(CCSc1nc(-c2ccco2)cc(C(F)(F)F)n1)Nc1ccc2c(c1)OCO2	0.0	0.67
28	CCOc1ccccc1NC(=O)CNC(=O)c1nn(-c2ccc(OC)c(OC)c2)c(=O)c2ccccc12	0.4	-0.49
29	Cc1cc(C)nc(N2C(=O)CC(Cc3ccc(Cl)cc3)C2=O)n1 (stereo not given)	-1.2	0.09
30	CCNS(=O)(=O)c1ccc(OCCNS(C)(=O)=O)cc1	-6.0	0.46
31	CN(Cc1ccccc1)C(=O)c1ccc(COc2ccccc2)cc1	-1.0	-2.53
32	O=C(NC(=O)c1c(F)cccc1F)Nc1ccccc1SC(F)F	0.8	-0.35
33	CCCN(Cc1nc2cc(Cl)ccc2c(=O)[nH]1)C(=O)c1ccc(S(=O)(=O)N2CCCC2)cc1	0.0	.
34	Cc1ccc(/C=N/Nc2nc(C(C)(C)C)cs2)o1	0.1	-1.16
35	CC(C)(C)c1ccc(-c2noc(CCC(=O)N3CCOCC3)n2)cc1	0.2	0.54
36	COCCNC(=O)Cn1cnc2sc(C)c(S(=O)(=O)N3CCC(C)CC3)c2c1=O	-0.9	0.58
37	c1ccc(OCc2ccc(CCCN3CCOCC3)cc2)cc1	0.2	0.01
38	Cc1ccc(-n2cnc3c(sc4nc(N5CCOCC5)c5c(c43)CCCC5)c2=O)cc1	-0.7	-0.06
39	CC(=O)N1CCCC(N2CCN(c3cccc(C(F)(F)F)c3)CC2)C1 (stereo not given)	0.5	0.81
40	O=C(C1=NNCC1c1ccccc1)C1CO1 (stereo not given)	.	-1.47
41	CC1CCN(C(=O)CC(NC(N)=O)c2ccccc2Cl)CC1 (stereo not given)	-1.1	1.91
42	Cn1c(=O)c2cc(S(=O)(=O)NCCC(=O)NCCC3=CCCCC3)ccc2n(C)c1=O	-0.6	0.47
43	COc1cc(C(F)(F)F)nc(-c2ccccn2)n1	-1.2	-0.2
44	CC12CCC(C(=O)O)(c3nc(C#N)c(C#N)nc31)C2(C)C (stereo not given)	-1.1	1.21
45	CN(C)C(=O)c1sccc1Oc1ccc(F)cc1[N+](=O)[O-]	-0.4	-0.6
46	CCOC(=O)Cc1csc(NC(=S)NC(=O)c2ccc(F)cc2)n1	1.9	1.17
47	COc1ccc(C(=O)O/N=C(\N)c2ccccn2)c(OC)c1	4.7	1.33
48	C=CCN1C(=O)c2ccc(C(=O)N(CC(C)C)c3c(N)n(CCCC)c(=O)[nH]c3=O)cc2C1=O	1.0	0.41
49	COc1ccc(-c2c3c(=O)n(C)c(=O)n(C)c3cn2-c2ccccc2)cc1	0.3	0.01
50	COc1ccc2c(CC(=O)Nc3ccc(OC)nc3)coc2c1	-1.1	-1.48

As entered above.
Value for COC(=O)c1cc(S(=O)(=O)NC2CCC(C)CC2)cn1C (stereo not given) under Kir21 block: 1.16
Value for Cn1c(-c2ccc3c(c2)OCO3)cnc1N under Kir21 block: 0.46
Value for CCCCN(Cc1ccco1)C(=O)Cn1ncc2c(=O)oc3ccc(C)cc3c21 under Kir21 block: -1.09
Value for O=C(NC(=O)c1c(F)cccc1F)Nc1ccccc1SC(F)F under Kir21 block: -0.35
Value for COc1cc(C(F)(F)F)nc(-c2ccccn2)n1 under Kir21 block: -0.2

Continuation.
entry	SMILES	STK33 kinase inh	Kir21 block
51	O=C(Nc1cccnc1)c1ccc(-c2cc(Cl)ccc2Cl)o1	1.6	1.29
52	CC(C)n1c(N2CCN(C(=O)Nc3ccccc3)CC2)nc2ccccc21	-0.8	-0.66
53	CN(C)C(=O)c1ccc(NC(=O)c2ccccc2SCC(=O)N2CCCC2)cc1	-0.1	.
54	O=C(CCSc1nc(-c2ccco2)cc(C(F)(F)F)n1)NCCN1CCOCC1	-0.9	-0.74
55	C=CCn1cc(C(=O)NCCCOC)c(=O)c2cc(S(=O)(=O)N3CCC(C)CC3)ccc21	-0.9	.
56	O=C(COC(=O)c1ccc2ccccc2c1O)NCC(F)(F)F	1.0	1.47
57	CC(=O)Nc1ccc(S(=O)(=O)N(C)CC(=O)Nc2ccccc2N2CCCC2)cc1	-0.9	-0.45
58	OCCN1CCN(Cc2cc(Cl)c3cccnc3c2O)CC1	-2.4	-1.26
59	Cc1cccc(Sc2nc(-c3ccccc3)ncc2C(=O)O)c1	0.8	0.16
60	Cc1cc(C)n(CC(O)COc2ccccc2Br)n1 (stereo not given)	-0.6	-0.32
61	COc1ccc(C(=O)Nc2cc(Cl)cc(Cl)c2)c(OC)n1	-0.6	-0.5
62	COc1ccc(OC)c(Nc2nc(C)nc3c2oc2ccccc23)c1	-0.5	0.1
63	O=C(c1ccc(C(=O)N2CCOCC2)s1)N1CCOCC1	-0.1	0.8
64	FC(F)(F)Oc1ccc(NC(=S)Nc2ccc(OC(F)(F)F)cc2)cc1	-0.5	1.41
65	CNC(=O)[C@@H]1C[C@H]1[C@@H](NC(=O)CNC(=O)OCc1ccccc1)c1ccccc1	-2.0	0.01
66	O=C1CC(N2CCN(c3ccccc3)CC2)C(=O)N1c1ccc2c(c1)OCCO2 (stereo not given)	4.7	.
67	CN(c1ccccc1)S(=O)(=O)c1cccc(C(=O)NCc2ccccc2CN2CCCC2)c1	-0.4	.
68	COc1ccc(C2(C)NC(=O)N(CC(=O)Nc3ccc4c(c3)CCC4)C2=O)cc1OC (stereo not given)	-1.4	.
69	Cc1cnn(Cc2ccccc2)c1N	-1.1	1.77
70	CC1(C)CN=C(N2CCN(c3ncnc4sc5c(c34)CCCC5)CC2)S1	.	-1.63
71	CCOC(=O)N1CCC(N2C(=O)c3ccccc3C2Nc2ccc(S(=O)(=O)N3CCOCC3)cc2)CC1 (stereo not given)	-0.1	0.74
72	C[C@H](NC(=O)N1CCn2c1nc1ccccc12)C(=O)NCc1ccco1	0.3	0.14
73	CCCn1c(C(O)c2cc(OC)c(OC)c(OC)c2)nc2ccccc21 (stereo not given)	-1.4	-1.28
74	CCOC(=O)C1=C(N)Oc2cc(C)[nH]c(=O)c2C1c1ccncc1 (stereo not given)	-1.4	0.85
75	[O-][n+]1c2ccccc2c2n1CCN=C2c1ccc(Cl)cc1	-1.0	-0.03

Further structures
Values run as follows: STK33 kinase inh	Kir21 block
[76] OCC[C@@H]1C[C@@H](O)[C@H](O)[C@]2(Cc3ccccc3O2)O1
 : -0.2	0.44
[77] CC1CN(C(=O)c2cc3cc([N+](=O)[O-])ccc3s2)CC(C)O1 (stereo not given)
 : 0.2	-0.64
[78] O=C(Nc1ncc(Cc2ccccc2Cl)s1)C1=NCCN1
 : -1.1	2.4
[79] Cc1ccc(NC(=O)CN2C(=O)NC(Cc3ccccc3)C2=O)cc1Cl (stereo not given)
 : -0.8	.
[80] O=C(COC(=O)c1cccc(F)c1)NC(=O)NCc1ccccc1
 : 0.3	.
[81] CN(C(=O)CN(CCO)CC(=O)N(C)C(C)(C)Cc1ccccc1)C(C)(C)Cc1ccccc1
 : -1.0	.
[82] COc1cc(S(N)(=O)=O)c(OC)cc1N
 : 0.5	-0.81
[83] COc1cc(/C=N/NC(=O)c2nnn(-c3nonc3N)c2C(C)C)ccc1O
 : 1.9	-1.08
[84] O=C1CN(C(=O)c2ccccc2F)C(c2ccccc2)c2cc(Cl)ccc2N1 (stereo not given)
 : -0.3	0.57
[85] COc1ccc(C(c2nnnn2Cc2cccs2)N2CCN(c3ccc(F)cc3)CC2)cc1OC (stereo not given)
 : -1.7	-0.67
[86] N#C/C(=C(/O)COC(=O)c1ccc(Cl)c(S(=O)(=O)N2CCOCC2)c1)c1nc2ccccc2[nH]1
 : -1.3	0.78
[87] Nc1nc(SCc2ccccc2Cl)ns1
 : -2.6	0.2
[88] Cc1csc(Sc2ccc(S(=O)(=O)N3CCCC3)cn2)n1
 : 1.5	-1.4
[89] Nc1ncnc2nc(SCc3ccc(Cl)cc3Cl)[nH]c12
 : 1.0	0.88
[90] COc1ccc(-c2cc(CNC(C)=O)on2)cc1
 : -3.0	-0.03
[91] Cc1ccc(S(=O)(=O)NCCNC(=O)C2CCCNC2=O)cc1 (stereo not given)
 : -0.4	0.36
[92] C/C(CCc1ccc2c(c1)OCO2)=N\NC(=O)c1ccccc1Cl
 : -0.7	-0.23
[93] CCCNC(=O)CN1C(=O)COc2ccc(S(=O)(=O)N3CC(C)CC(C)C3)cc21 (stereo not given)
 : 1.4	-0.31
[94] CCOC(=O)Cc1c(Sc2ccccc2)c2ccccc2n1C
 : -0.2	0.04
[95] Cn1c2ccc(F)cc2c2ncn(CCCN(CCO)CCO)c(=O)c21
 : 0.9	-0.95
[96] COc1ccc(S(=O)(=O)NCC(=O)N(CC(=O)NCc2ccccc2)Cc2ccco2)cc1
 : -1.2	3.49
[97] CC(NC(=S)Nc1ccc(OC(F)F)cc1OC(F)F)C(C)(C)C (stereo not given)
 : .	1.43
[98] CCCOc1ccc(/C=C/C(=O)Nc2ccc([N+](=O)[O-])cc2)cc1
 : -0.7	-0.67
[99] Cc1ccc(CN(C)C(=O)COC(=O)CSc2ccc(C(N)=O)cc2[N+](=O)[O-])cc1
 : -1.2	-0.12
[100] Cn1nc(OCC(N)=O)ccc1=O
 : 0.2	0.71
[101] O=C(Nc1cccc(Cl)c1N1CCOCC1)c1cccnc1Cl
 : -2.3	0.27
[102] Cc1cc(-c2ccccc2C(=O)NC2CCCCC2)on1
 : -1.3	-0.31
[103] COc1ccc(C(=O)NCC(=O)N/N=C/c2ccc([N+](=O)[O-])o2)cc1OC
 : -0.9	-0.39
[104] CCC(C)(C)C1CCC(=NNC(=S)Nc2cccnc2)CC1 (stereo not given)
 : -2.3	-1.36
[105] O=C(Nc1ccc(F)cc1F)C1CCN(c2ncnc3c2sc2cccc(F)c23)CC1
 : 0.3	1
[106] COc1ccc(C2SCC(C(=O)O)N2C(C)=O)cc1OC (stereo not given)
 : 0.6	-0.99
[107] COc1ccc(Nc2cc(C)nc3nc(C)nn23)cc1Cl
 : -2.4	1.33
[108] CCN(N)C(=S)Nc1ccc(F)cc1
 : 0.3	1.23
[109] COc1ccc(C(CC(=O)O)NC(=O)COc2cc(C)ccc2C)cc1OC (stereo not given)
 : -0.4	-2.15
[110] C=CCOc1ccc(C(c2c(O)nc(SC)[nH]c2=O)c2c(O)nc(SC)[nH]c2=O)cc1
 : -0.8	1.82

6 structures out of the list, ordered by length of the SMILES, rising.
Values run as follows: STK33 kinase inh	Kir21 block
[108] CCN(N)C(=S)Nc1ccc(F)cc1
 : 0.3	1.23
[54] O=C(CCSc1nc(-c2ccco2)cc(C(F)(F)F)n1)NCCN1CCOCC1
 : -0.9	-0.74
[12] CCOC(=O)C1(CCOc2ccccc2)CCN(Cc2cccn2-c2ncccn2)CC1
 : 0.2	-1.38
[17] CCOC(=O)C1CCCN(C(=O)/C=C/c2cccc([N+](=O)[O-])c2)C1 (stereo not given)
 : 0.2	-0.03
[10] COc1ccc(C(=O)CSc2nnc(-c3ccc(S(=O)(=O)N4CCOCC4)cc3)o2)cc1
 : -0.8	1.3
[71] CCOC(=O)N1CCC(N2C(=O)c3ccccc3C2Nc2ccc(S(=O)(=O)N3CCOCC3)cc2)CC1 (stereo not given)
 : -0.1	0.74
